Screening results (PubChem)
PG9 binder = PG9 antibody binding by small molecule; TR-FRET gp120-PG9 antibody binding; inhibition, % at 6.7 µM; 360,000 compounds, 0.43% hits; AID 624416; in the data active = inhibition above about 8.5%
ADAM10 inh = inhibits human ADAM10 | inhibition, % at 7 µM | O14672 | 370,000 compounds, 0.62% hits | recombinant ADAM10, EDANS/DABCYL FRET peptide cleavage, 3 h;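 active = inhibition above a per-campaign cutoff equal to the mean of compounds falling between control-based bounds plus 3 SD, cut at about 20% in these data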;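 also: 0% = DMSO wells while the 100% control is not disclosed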
Target sequence (O14672 214-748 limits assumed): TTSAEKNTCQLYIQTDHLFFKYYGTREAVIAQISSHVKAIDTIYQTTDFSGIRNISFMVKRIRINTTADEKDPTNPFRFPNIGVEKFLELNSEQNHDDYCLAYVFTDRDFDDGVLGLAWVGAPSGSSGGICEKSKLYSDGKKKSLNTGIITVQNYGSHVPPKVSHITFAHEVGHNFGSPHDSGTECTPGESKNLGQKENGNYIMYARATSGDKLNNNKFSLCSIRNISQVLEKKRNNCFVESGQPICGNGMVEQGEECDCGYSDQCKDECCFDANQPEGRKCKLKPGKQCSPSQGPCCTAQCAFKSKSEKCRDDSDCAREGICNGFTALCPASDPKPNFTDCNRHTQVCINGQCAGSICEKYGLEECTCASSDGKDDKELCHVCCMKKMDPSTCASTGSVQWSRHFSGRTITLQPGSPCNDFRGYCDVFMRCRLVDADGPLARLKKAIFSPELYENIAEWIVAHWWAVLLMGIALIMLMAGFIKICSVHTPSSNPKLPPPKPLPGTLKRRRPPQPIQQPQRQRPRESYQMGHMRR
GAA850 FXN act = activators of GAA850 frataxin (FXN) promoter. HEK293 lucGAA850 FXN promoter luciferase reporter, 24 h; percent of 10 µM SAHA response. activation, % at 6 µM. 360,000 compounds, 0.56% hits. AID 540364;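 active = activation above the average of all compounds screened plus 3 SD, cutoff fixed separately per campaign, cut at about 7.5% in these data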;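 also: 0% = DMSO wells and 100% = 10 µM SAHA wells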
DAX1 inh-1 = NR0B1 (DAX1) inhibition; AID 504766; 340,000 compounds, 0.99% hits; inhibition, % at 6.75 µM; P51843; HEK293 Gal4-DAX1 luciferase reporter, luminescence;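 active = inhibition above the mean over all tested compounds plus 3 SD, cut at about 4.2% in these data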;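 also: 0% = DAX1-transfected cells with DMSO and 100% = empty-vector control cells with DMSO; inhibition shows as a rise in luminescence from relieved DAX1 repression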
Target sequence (P51843 207-470 limits assumed): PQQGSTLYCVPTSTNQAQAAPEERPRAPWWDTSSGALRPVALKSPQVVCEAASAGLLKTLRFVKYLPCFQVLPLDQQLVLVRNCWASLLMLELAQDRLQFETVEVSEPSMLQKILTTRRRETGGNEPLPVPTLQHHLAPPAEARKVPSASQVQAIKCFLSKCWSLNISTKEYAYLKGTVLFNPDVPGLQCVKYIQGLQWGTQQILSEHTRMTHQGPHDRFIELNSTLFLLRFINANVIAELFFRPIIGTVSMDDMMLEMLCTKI
ssDAF-12 act = activators of S. stercoralis DAF-12 nuclear receptor; activation, % at 6.8 µM; AID 652126; 370,000 compounds, 1% hits; HEK293 ssDAF-12/GRIP1 lit1-tk-luc reporter, luminescence; % of 3 µM dafachronic acid response;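 active = activation above the mean over all tested compounds plus 3 SD, cut at about 0.9% in these data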;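 also: 0% = DMSO-only wells and 100% = 3 µM delta7-dafachronic acid wells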
hcDAF-12 act = H. contortus DAF-12 activation, primary screen. activation, % at 6.8 µM. HEK293 hcDAF-12 lit1-tk-luc reporter, luminescence; 0% DMSO, 100% Δ7-dafachronic acid. 370,000 compounds, 1.4% hits;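 active = activation above the mean of all tested compounds plus 3 SD, cut at about 5.5% in these data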;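 also: 100% = response to 3 µM Δ7-dafachronic acid high control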
ADAM17 inh = ADAM17 inhibition, QFRET primary screen | inhibition, % at 6.95 µM | 370,000 compounds, 0.83% hits | AID 720648 | recombinant ADAM17, EDANS/DABCYL FRET peptide cleavage | P78536;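 active = inhibition above the mean of compounds lying between control limits plus 3 SD, set per campaign, cut at about 8.5% in these data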;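 also: 0% = DMSO-only wells as the low control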
GC-A act = GC-A (human) enzyme activation; activation, % at 10 µM; 370,000 compounds, 0.14% hits; HEK293 GC-A cells, cGMP TR-FRET, EC30 ANP; 0% at EC30 ANP, 100% saturating ANP; AID 1671463; in the data active = activation above about 40%
hgDAF12 agonist = activates the H. glycines DAF-12 receptor ligand-binding domain. 370,000 compounds, 1.8% hits. activation, % at 6.8 µM. HEK293 GAL4-hgDAF12 UAS-luciferase reporter, agonist luminescence; normalized to butyrate control;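 active = activation above a cutoff set at the mean of all screened compounds plus 3 SD, cut at about 10% in these data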;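 also: 0% = DMSO wells and 100% = sodium butyrate wells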
SMARCA2 act = activators of SMARCA2 function. MG213 cells, MMTV-luciferase reporter, dexamethasone, overnight. activation, % at 9.1 µM. 370,000 compounds, 1% hits. AID 652017; in the data active = activation above about 7.8%;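 also: 0% = vehicle wells and 100% = reference activator wells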
DAX1 inh-2 = blocks DAX1 repression of SF-1 activated StAR promoter. HEK293T StAR-luciferase reporter, SF-1/DAX-1 repression relief. inhibition, % at 6.8 µM. 370,000 compounds, 1.1% hits. AID 652010;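 active = inhibition above the mean over all tested compounds plus 3 SD, cut at about 3.6% in these data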;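 also: 0% = DAX-1 cells with DMSO and 100% = cells lacking DAX-1 with DMSO; higher inhibition means more luminescence from relief of DAX-1 repression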
* hit, by the source's call; i = inactive; / = no result given; & = joins results of further samples.

SMILES | PG9 binder | ADAM10 inh | GAA850 FXN act | DAX1 inh-1 | ssDAF-12 act | hcDAF-12 act | ADAM17 inh | GC-A act | hgDAF12 agonist | SMARCA2 act | DAX1 inh-2
O=C(Nc1c(-c2ccccc2)nc2ccc(Cl)cn12)c1cccs1 | -0.2 | -2 | 0.6 | -1.0 | -1.6 | 1.9 | 2 | -3 | -0.2 | 0 | -0.1
CC(C)(C)OC(=O)NCCc1nnc(SCC(=O)Nc2ccc(Br)cc2)o1 | -1.8 | -1 | -0.3 | 1.9 | -0.5 | 1.0 | -4 | -4 | -1.9 | -4 | 0.1
COc1cccc(C2CC(c3ccccc3Cl)n3nc(N)nc3N2)c1 (stereo not given) | -0.9 | -4 | 0.0 | -0.1 | -1.3 | -0.9 | -2 | -3 | -3.5 | -2 | -0.3
Cc1ccc(S(=O)(=O)NC(=O)NCCc2ccccc2)cc1 | -2.4 | 7 | 0.8 | 0.5 | -1.1 | -0.3 | -1 | 4 | 0.6 | -1 | -0.1
Cc1cc(N/N=C/c2ccc([N+](=O)[O-])o2)nc2ccccc12 | -5.6 | -7 | 3.9 | -2.8 | -2.2 | -2.2 | -1 | 5 | -5.2 | 1 | -3.7
Nc1[nH]c(C(=O)c2ccccc2)c(-c2ccccc2C(F)(F)F)c1C(=O)NCCc1c[nH]c2ccccc12 | -1.1 | 7 | / | / | 0.2 | -0.2 | 9.4* | -8 | 2.1 | -3 | -0.2
CCN(CC)S(=O)(=O)c1ccc(N2CCOCC2)c(NS(=O)(=O)c2cccs2)c1 | -0.3 | -6 | 0.3 | -0.6 | -1.6 | 0.1 | 0 | -1 | -0.7 | 3 | 1.1
COC(=O)c1c(-c2c(Cl)cccc2Cl)noc1C(=O)NNC(=O)N(C)C | -1.8 | 8 | -0.7 | 1.0 | -0.8 | -0.7 | 1 | -4 | 1.5 | -4 | 0.1
COc1cc(-c2nnc(SCC(=O)c3ccc(C)cc3)o2)cc(OC)c1OC | 0.2 | 7 | -1.2 | 0.1 | -1.5 | 0.9 | 1 | 2 | -1.4 | -2 | -0.4
COc1ccc(-c2nc(C#N)c(NCC3CCCO3)o2)cc1OC (stereo not given) | -2.8 | i | 4.7 | 1.0 | -0.8 | 0.8 | -352 | 2 | 7.7 | 3 | 1.2
CC(=O)C1=CCC(c2ccc(F)cc2)N(S(=O)(=O)c2ccc(C)cc2)C1 (stereo not given) | -1.4&-1.1 | -7&-8 | / | / | -0.1&-0.8 | -1.3&0.0 | 1&-2 | 0&-2 | 1.8&3.2 | 6&-1 | -1.5&-1.5
CCCCCN1C(=O)/C(=C/c2c(N3CCc4ccccc4C3)nc3ccccn3c2=O)SC1=S | 0.1 | -24 | 6.7 | 6.0* | 0.1 | 6.8* | -8 | -2 | 6.3 | 5 | 1.7
CC(=O)Cn1ncc(N2CCOCC2)c(Cl)c1=O | 2.5 | -12 | 2.9 | -0.4 | -1.1 | -2.5 | -3 | -3 | -0.7 | -3 | 0.2
COc1ccc2c(c1)cc(C(=O)N[C@@H](Cc1ccccc1)C(=O)O)n2C | -0.3 | -233 | 1.5 | -0.3 | -0.8 | 0.9 | -93 | 5 | 3.0 | -1 | -0.1
COc1ccc(OC)c(C(=O)c2coc3ccc(OCC(=O)O)cc23)c1 | 4.1 | -99 | -0.7 | -0.6 | -0.1 | 1.4 | -35 | 3 | 2.6 | -1 | 0.7
Cc1[nH]n(-c2ccccc2)c(=O)c1C=Nc1ccc(S(N)(=O)=O)cc1 | 1.1 | 1 | 1.4 | -1.3 | -0.9 | -0.4 | -4 | -3 | 1.5 | 1 | -0.2
COCCN1CCCc2nc(-c3ccc(F)cc3)ccc21 | -3.7 | -336 | / | / | 0.7 | 3.5 | -91 | -1 | 9.5 | 5 | 2.8
CC(C)N(Cc1ccccc1)C(=S)NCCN1CCOCC1 | -2.9 | 9 | -0.7 | -0.3 | -1.1 | 1.0 | 2 | 5 | -0.1 | 0 | 0.4
CCN(c1ccc(OC)cc1)S(=O)(=O)N1CCCC(C(=O)NC(C)c2ccccc2)C1 (stereo not given) | -1.1 | 70* | -2.8 | / | -0.6 | -0.6 | -2 | -1 | -0.4 | 1 | -0.3
Cc1ccccc1OCCNc1cc(N2CC(C)NC(C)C2)ccc1[N+](=O)[O-] (stereo not given) | 1.4 | 6 | 0.6 | 1.5 | -0.6 | 0.4 | 1 | 5 | -4.8 | -1 | 0.3
CC1CN(Cc2ccccn2)CCC1=O (stereo not given) | -0.3 | -4 | 1.4 | -1.8 | -1.1 | -1.7 | 2 | 3 | -0.9 | -1 | -0.3
O=C(CCNC(=O)c1ccccc1Cl)NCc1ccco1 | -1.4 | 1 | 0.6 | 1.1 | 0.1 | -0.2 | 0 | 2 | -0.2 | -3 | -0.8
O=C(Nc1cccc(C(F)(F)F)c1)c1ccc(-n2cncn2)nc1 | -1.6 | 3 | 0.1 | -1.7 | -1.5 | -2.9 | 0 | 1 | -3.5 | -2 | -0.5
CCCCn1c(-c2ccoc2C)n[nH]c1=S | -1.7 | 13 | -1.2 | 1.2 | -1.2 | 0.5 | 2 | -1 | -1.2 | 7 | -0.7

Part of the list above, showing only ssDAF-12 act and DAX1 inh-1.
SMILES | ssDAF-12 act | DAX1 inh-1
COCCN1CCCc2nc(-c3ccc(F)cc3)ccc21 | 0.7 | /
CC(C)N(Cc1ccccc1)C(=S)NCCN1CCOCC1 | -1.1 | -0.3
CCN(c1ccc(OC)cc1)S(=O)(=O)N1CCCC(C(=O)NC(C)c2ccccc2)C1 (stereo not given) | -0.6 | /

The list continues.
SMILES | PG9 binder | ADAM10 inh | GAA850 FXN act | DAX1 inh-1 | ssDAF-12 act | hcDAF-12 act | ADAM17 inh | GC-A act | hgDAF12 agonist | SMARCA2 act | DAX1 inh-2
COc1cc2c(cc1OC)CN(C(=O)CCNC(=O)c1ccc(Br)cc1)CC2 | 2.0 | -17 | -0.7 | 0.5 | -0.6 | -2.4 | -3 | -6 | -3.1 | -1 | -0.8
O=C(N[C@@H](Cc1ccccc1)C(=O)Nc1ccc(F)cc1)C1CCNCC1 | 0.2 | -5 | -1.2 | 0.0 | -0.3 | 0.1 | 2 | 0 | 1.2 | -3 | 0.6
CCc1cccc(NC(=S)N(CCOC)C2CCN(C(C)=O)CC2)c1 | -0.8 | 2 | 0.4 | 1.6 | -0.9 | 0.6 | 4 | 1 | 0.4 | -1 | -0.4
CC(=O)Nc1cccc(-c2ccnc3c2CC(C(=O)NCc2ccc(N(C)C)cc2)O3)c1 (stereo not given) | -6.1 | -6 | -5.1 | / | -0.9 | -3.1 | -1 | -6 | 1.1 | 0 | -1.9
CC12C=CC(=O)C=C1C(F)CC1C3CCC(O)(C(=O)CO)C3(C)CC(O)C12F (stereo not given) | -1.5 | 1 | 3.6 | 0.3 | -1.4 | 0.0 | -1 | -3 | -2.9 | 4 | -0.1
CCOC(=O)N1CCN(C(=O)c2sc3nc(-c4ccc(F)cc4)cn3c2C)CC1 | -1.6 | 0 | -0.4 | 0.8 | -1.4 | -1.9 | 0 | 6 | -0.2 | 4 | -0.6
CC1=C(C#N)C(c2cccnc2)C2=C(CC(c3ccc(Cl)cc3)CC2=O)N1 (stereo not given) | -0.4 | i | -1.1 | 0.0 | -1.4 | -2.2 | -496 | -5 | -3.5 | -1 | -0.5
COc1ccc(OCc2nnc(SCC(N)=O)n2-c2ccccc2OC)cc1 | 0.9 | 5 | 0.8 | 0.9 | -0.7 | -1.2 | -4 | -1 | -2.1 | -2 | 0.3
CCOCCCNCc1ccc(OCc2ccc(F)cc2)c(OC)c1 | 1.0 | -3 | -2.5 | 0.0 | -1.7 | -0.1 | -7 | -1 | -0.4 | -1 | -0.3
C=CCc1cc(C(=O)N2CCCCC2)ccc1O | 0.7 | 3 | -1.5 | -1.2 | -1.2 | -2.2 | 0 | 2 | -0.7 | -2 | -0.7
Cc1cccc(NS(=O)(=O)c2ccc(C(=O)N3CCCCCC3)cc2)c1C | 0.3 | 2 | -0.1 | -2.5 | -1.0 | -1.9 | 2 | -1 | -1.9 | -2 | -2.0
COc1ccc(C(=O)ON=C2CCN(C)CC2)cc1 | -0.8 | -11 | 3.1 | 0.0 | -0.2 | 0.6 | 1 | 2 | -3.5 | -1 | -0.3
c1csc(-c2nc3c4ccccc4c4ccccc4c3[nH]2)c1 | 2.5 | i | 0.3 | -0.6 | -0.3 | 0.0 | -156 | -50 | 2.1 | -1 | -1.1
Cc1cc2c(cc1C)-c1nnnn1C(N1CCCCC1)C(=O)N2 (stereo not given) | -2.0 | 2 | / | / | -0.8 | -1.0 | 0 | -1 | 0.7 | -2 | -0.4
CCCn1c(SCC(=O)NC2CCCC2)nnc1-c1ccccn1 | 0.0 | -10 | 2.4 | 1.1 | -1.5 | 0.4 | -7 | -2 | -2.0 | -2 | 0.3
COCCCn1c(SCc2ccccc2)nc2cc(OC)c(OC)cc2c1=N | -0.6 | 0 | -1.2 | -1.0 | -2.1 | -0.6 | -3 | 8 | -4.9 | -4 | -1.8
CCOC(=O)C1CCN(c2c(NC3CCCCCCC3)c(=O)c2=O)CC1 | -1.6 | -8 | 3.1 | -0.5 | -1.5 | -1.9 | -2 | -7 | -0.8 | -4 | 0.0
CC(=O)c1cccc(-c2ccnc3c2CC(C(=O)Nc2cccc(OC(F)(F)F)c2)O3)c1 (stereo not given) | 0.7 | -4 | -0.8 | / | -0.8 | -0.7 | -2 | -5 | -3.0 | -3 | 0.1
COc1ccc(Cl)cc1NC(=O)NCC1CCN(Cc2ccccc2F)CC1 | -2.9 | 2 | -2.0 | -1.0 | -1.5 | -2.4 | 4 | -5 | -7.6 | 0 | -0.8
CCN(CC(=O)NCc1ccc(F)cc1)C(=O)/C=C/c1cc(OC)ccc1OC | -0.1 | i | 0.8 | 1.0 | -1.3 | -0.6 | -361 | 2 | -0.9 | 0 | 0.0
CCCCN(C=O)c1c(CC)nc2ccc(C(=O)NCCCN3CCCC3=O)cn12 | -2.3 | -51 | 0.1 | / | -1.4 | -0.3 | -10 | 3 | 0.9 | -1 | -1.2
CC(=O)CC(c1ccc([N+](=O)[O-])cc1)c1c(O)c2ccccc2oc1=O (stereo not given) | 0.7 | -2 | 1.6 | -0.1 | -0.7 | -2.4 | -4 | 3 | 1.9 | -4 | -0.1
CCOC(=O)Cn1nc(C)cc1NC(=O)c1ccncc1 | 0.7 | -1 | 2.4 | 0.0 | -1.9 | -0.7 | -3 | 1 | -0.3 | 2 | -0.2
Cc1cc(C)c(S(=O)(=O)Nc2cccc(S(=O)(=O)NC3=NCCC3)c2)c(C)c1 | -2.2 | 4 | -0.5 | 4.2 | -0.6 | -1.1 | 5 | / | -0.4 | -2 | -0.6
N/C(=N\c1nc(CSc2nnnn2-c2ccccc2)cc(=O)[nH]1)Nc1ccccc1 | -0.1 | -3 | / | / | -1.6 | -1.5 | 5 | -2 | -1.5 | 1 | -0.3
N#CCCN(C(=O)CCl)c1cccc(Cl)c1 | 0.2 | -16 | -12 | -3.4 | -1.7 | 0.7 | -6 | 2 | 3.9 | -7 | -2.1
